# Bioassay records from PubChem BioAssay.
# MC4R antag cAMP = human MC4R antagonism in cAMP assay. 0.48% of 360,000 active. P32245. MC4R-expressing cells, MTII-stimulated cAMP, LANCE TR-FRET. inhibition, % at 6.5 µM;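 active means inhibition above its plate's cutoff, the mean of tested wells on that plate plus 3 SD, cut at about 29% in these data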;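 further: 0% = Melanotan II alone and 100% = Melanotan II plus saturating MCL0020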
#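 Test system: U2OS cells stably expressing human melanocortin 4 receptor (MC4R); also added: Melanotan II challenge; compound: 6.5 µM single dose; timing: 30-min compound preincubation, 1-h Melanotan II challenge, 1-h detection, room temperature; signal: Eu-cAMP/anti-cAMP TR-FRET, emission 671 nm; repeats: one well per compound, no replicates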
# NOD2-RIPK2 inh = NOD2-RIPK2 protein interaction inhibition; 0.38% of 360,000 active; CHO BLA complementation NOD2-RIPK2, CCF4 ratio; AID 624267; O43353; inhibition, % at 4.98 µM; in the data active means inhibition above about 21%;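 further: 0% = vehicle only and 100% = reference blocker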
# ABCB6 inh 2 = inhibitors of human ABC transporter ABCB6; K562-ABCB6 porphyrin accumulation, flow cytometry, 1 h; hits give low values; fluorescence ratio to DMSO, % at 10 µM; AID 602162; 0.19% of 360,000 active;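 active means fluorescence ratio to DMSO below 75%, the collection mean minus 3 SD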;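 further: signal is porphyrin accumulated inside mitochondria; 100% equals median channel fluorescence of DMSO control wells; lower ratio means ABCB6 inhibition with less porphyrin fluorescence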
# Cardio protect = modulators protecting cardiomyocytes from myocardial damage | 0.63% of 360,000 active | H9c2 cardiomyocytes, H2O2 injury protection, ATPLite, 2 h | protection from H2O2 cell death, % at 20 µM | AID 588492;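 active means compounds giving at least 50% protection of heart cells from peroxide-induced death in the single-dose screen, raw or plate-pattern-corrected value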;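 further: 0% = DMSO wells with peroxide and 100% = DMSO wells without peroxide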
# m5-HT2A agonist = agonists of mouse serotonin 5-HT2A receptor (HTR2A); AID 624169; P35363; 0.66% of 360,000 active; CHO-K1 mHTR2A beta-arrestin complementation, luminescence; percent of 30 µM serotonin response; activation, % at 7.6 µM;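 active means activation above a run cutoff, the mean activation of all tested compounds plus 3 SD, cut at about 14% in these data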;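 further: 0% = plate median of compound wells and 100% = 30 µM serotonin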
# MC4R barr agon = human MC4R agonism via beta-arrestin | P32245 | U2OS MC4R beta-arrestin complementation, luminescence; percent of melanotan II response, DMSO zero | activation, % at 8.9 µM | 0.98% of 360,000 active | AID 540308;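 active means activation above a per-plate cutoff, the mean activation of sample wells on that plate plus 3 SD, cut at about 8% in these data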
# Glyco luc inh = blocks N-linked glycosylation in D54 reporter cells. AID 588692. D54 ERlucT glycosylation luciferase reporter, 24 h; percent of 100 nM tunicamycin response. 0.23% of 360,000 active. reporter increase, % at 12.5 µM;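 active means mean luciferase reporter signal, scaled so untreated is 0 and the glycosylation-blocking control 100, at or above a set limit in every replicate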;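 further: luciferase carries N-glycosylation sites so blocking glycosylation raises the light; 0% = median of neutral control wells and 100% = median of 100 nM tunicamycin wells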
# SRC2 inh = inhibits human steroid receptor coactivator 2 | Q15596 | 0.17% of 370,000 active | AID 651957 | inhibition, % at 9 µM | HEK293 GAL4-SRC2 luciferase reporter, luminescence;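 active means inhibition above the mean inhibition of all tested compounds plus 3 SD, set per campaign, cut at about 52% in these data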;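 further: 0% = DMSO treated cells and 100% = cells given Gossypol at 36 µM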
# ABHD5 PLIN5 PPI = inhibitors of human ABHD5-perilipin-5 interaction; AID 602281; Split G. princeps luciferase complementation, luminescence, 4 h; inhibition, % at 4 µM; 0.78% of 360,000 active;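 active means inhibition above the mean inhibition across every tested compound plus 3 SD, cut at about 22% in these data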;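 further: 0% = DMSO only wells and the 100% control is not disclosed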
# TLR9-MyD88 inh = inhibitors of human TLR9-MyD88 binding; Q9NR96+Q99836; CHO BLA complementation TLR9-MyD88, CCF4 FRET ratio; inhibition, % at 4.98 µM; 0.21% of 340,000 active; AID 504734;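 active means inhibition above the mean over all tested compounds plus 3 SD, cut at about 21% in these data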;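 further: 0% = DMSO only wells and 100% = clavulanate BLA inhibitor control wells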
# Target sequence (Q99836 whole entry, looked up): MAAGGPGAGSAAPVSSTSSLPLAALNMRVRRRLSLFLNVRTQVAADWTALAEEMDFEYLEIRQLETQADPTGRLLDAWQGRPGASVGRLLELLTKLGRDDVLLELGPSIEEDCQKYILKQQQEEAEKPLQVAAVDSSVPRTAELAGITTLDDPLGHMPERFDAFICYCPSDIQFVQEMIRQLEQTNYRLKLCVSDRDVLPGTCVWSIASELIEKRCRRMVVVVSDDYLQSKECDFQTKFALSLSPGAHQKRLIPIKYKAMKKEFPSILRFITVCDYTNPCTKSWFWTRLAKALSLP
# Target sequence (Q9NR96 whole entry, looked up): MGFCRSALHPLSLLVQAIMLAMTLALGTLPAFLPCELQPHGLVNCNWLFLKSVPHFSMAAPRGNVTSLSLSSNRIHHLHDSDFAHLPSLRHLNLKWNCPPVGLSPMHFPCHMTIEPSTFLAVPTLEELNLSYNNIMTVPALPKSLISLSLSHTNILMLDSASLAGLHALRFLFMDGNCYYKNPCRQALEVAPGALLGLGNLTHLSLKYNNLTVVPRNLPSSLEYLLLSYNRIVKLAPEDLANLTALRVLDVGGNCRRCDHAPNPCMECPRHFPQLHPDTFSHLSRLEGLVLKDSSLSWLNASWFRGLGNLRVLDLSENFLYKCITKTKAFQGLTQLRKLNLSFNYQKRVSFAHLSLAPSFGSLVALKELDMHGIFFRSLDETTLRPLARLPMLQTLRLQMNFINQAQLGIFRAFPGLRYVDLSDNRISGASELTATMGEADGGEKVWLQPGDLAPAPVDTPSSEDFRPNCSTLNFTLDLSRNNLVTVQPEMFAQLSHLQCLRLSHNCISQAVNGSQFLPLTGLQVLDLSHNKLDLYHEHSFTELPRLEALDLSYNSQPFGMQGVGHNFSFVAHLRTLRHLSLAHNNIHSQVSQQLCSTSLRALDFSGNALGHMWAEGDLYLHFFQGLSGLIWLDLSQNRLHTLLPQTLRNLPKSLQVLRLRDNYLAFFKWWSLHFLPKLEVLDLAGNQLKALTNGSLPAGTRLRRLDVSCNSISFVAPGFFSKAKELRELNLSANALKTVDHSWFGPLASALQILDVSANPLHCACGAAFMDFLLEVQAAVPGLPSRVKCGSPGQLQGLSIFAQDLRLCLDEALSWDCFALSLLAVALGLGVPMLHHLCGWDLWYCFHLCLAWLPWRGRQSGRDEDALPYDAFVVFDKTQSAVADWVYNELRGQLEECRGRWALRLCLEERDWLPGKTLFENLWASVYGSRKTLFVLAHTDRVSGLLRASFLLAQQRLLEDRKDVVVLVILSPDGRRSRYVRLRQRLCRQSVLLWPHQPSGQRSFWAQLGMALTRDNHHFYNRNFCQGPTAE
# * marks the source's active call; other numbers are inactive results; . = no result given. Only part of the results is shown; the hit share may differ from the screen's.
SMILES,MC4R antag cAMP,NOD2-RIPK2 inh,ABCB6 inh 2,Cardio protect,m5-HT2A agonist,MC4R barr agon,Glyco luc inh,SRC2 inh,ABHD5 PLIN5 PPI,TLR9-MyD88 inh
C#CCOCCOCCOCCNc1nc(N2CCN(C(=O)CCCCCCCCCCNC(=O)[C@@H](CCC(=O)O)n3cc(CCCCCN)nn3)CC2)nc(N2CCN(C(=O)CCCCCCCCCCNC(=O)[C@@H](CCC(=O)O)n3cc(CCCCCN)nn3)CC2)n1,-1,2,106,6,-2,-0.4,2,-2,14,-11
COc1ccc(C2=CC(=O)C[C@H](c3ccc(F)cc3)C2)c(OC)c1,-7,0,96,-5,-8,-0.9,1,-5,4,-8
COCCNC(=S)N/N=C/c1ccc(-c2ccc([N+](=O)[O-])cc2)o1,-5,31*,112,-4,0,11*,0,-5,4,14
COc1ccc(C(=O)Cn2ccsc2=NC(C)=O)cc1,-2,-1,93,0,3,-2.1,3,-12,3,9
CCOC(=O)C1CCN(CC(=O)c2c(C)n(C)c3ccc(OC)cc23)CC1,-3,0,110,15,-4,1.4,2,-36,-3,-2
COc1ccc(OCC(=O)Nc2cc(-c3nn4c(C)nnc4s3)ccc2C)cc1,1,-2,106,-5,0,0.2,0,-14,3,0
Cc1ccn(C(C)CC(=O)N2CCc3ccccc32)n1 (stereo not given),7,-5,97,-2,6,-0.3,-1,-13,2,-3
Fc1ccccc1CSc1nc2ccccc2[nH]1,-6,-9,91,-31,2,-0.3,-9,-25,-2,-25
CSc1ccccc1OCc1cc(C(=O)NC2CCOC2)no1 (stereo not given),1,-4,99,-2,-8,-0.3,-1,-22,-10,-10
COc1cc(CNc2ncnc3c2ncn3[C@H]2CN(Cc3ccco3)C[C@@H](CO)O2)cc(OC)c1OC,15,-4,94,8,-7,0.0,1,-34,2,.
CC(C)CCC[C@](C)(O)c1ccc(C(=O)O)cc1O,.,-2,89,.,-1,.,.,-35,3,.
CC(=O)n1cc([C@H]2C=C(C(=O)Nc3ccccc3)O[C@@H](OCCCCO)C2)c2ccccc21,11,1,102,17,0,-0.2,3,-28,-4,-7
O=C(O)c1ccc(C(=O)c2cc([N+](=O)[O-])cc([N+](=O)[O-])c2)cc1,-2,-7,101,2,3,-3.1,-1,-39,1,-5
COc1cc(NC(=O)c2cccc3c2C(=O)N(Cc2cccnc2)C3)cc(OC)c1OC,-14,10,90,26,-1,-1.0,-2,-19,2,-6
CC(C)C(C(=O)Nc1ccccc1)N1C(=O)c2ccccc2C1=O (stereo not given),9,3,97,0,5,-0.8,1,-17,2,-2
CCOC(=O)CN1CC23C=CC(O2)C(C(=O)NC2CCCCC2)C3C1=O (stereo not given),2,-6,102,12,-2,-1.9,-1,3,-1,-2
COc1ccc(Nc2nc(-c3cc4cccc(OC)c4oc3=O)cs2)cc1,-3,13,105,8,7,20*,-1,-53,-1,10
COc1ccc(-n2nc(C(=O)NCC(=O)N3CCCC3)c3ccccc3c2=O)cc1Cl,15,-10,98,-1,7,-1.4,-3,-9,-2,-2
COCC(=O)NNC(=S)Nc1cccc(C)c1C,-3,-1,101,9,2,-0.4,1,5,5,4
O=C(NCc1ccco1)c1nnc(Cc2ccc(Cl)cc2)o1,-3,-4,96,4,0,-0.7,3,12,-3,11

# Already shown: two of the compounds above.
SMILES,MC4R antag cAMP,NOD2-RIPK2 inh,ABCB6 inh 2,Cardio protect,m5-HT2A agonist,MC4R barr agon,Glyco luc inh,SRC2 inh,ABHD5 PLIN5 PPI,TLR9-MyD88 inh
COCC(=O)NNC(=S)Nc1cccc(C)c1C,-3,-1,101,9,2,-0.4,1,5,5,4
O=C(NCc1ccco1)c1nnc(Cc2ccc(Cl)cc2)o1,-3,-4,96,4,0,-0.7,3,12,-3,11

# The results go on:
SMILES,MC4R antag cAMP,NOD2-RIPK2 inh,ABCB6 inh 2,Cardio protect,m5-HT2A agonist,MC4R barr agon,Glyco luc inh,SRC2 inh,ABHD5 PLIN5 PPI,TLR9-MyD88 inh
Cc1ccc(CNC(=O)C2(S(=O)(=O)c3ccccc3)CC=CC2)cc1,5,6,101,4,1,0.9,1,.,3,-3
Cc1nc(SCc2nc3ccccc3[nH]2)c2oc3ccccc3c2n1,-7,-4,89,8,-5,-1.3,-1,-9,7,-2
CC(C)c1ccc2nc(N)sc2c1,-2,1,93,-22,-3,-1.9,-5,-36,-5,0
COc1cc(OC)cc(C2=Cc3ccccc3C(CC(=O)c3ccco3)N2c2ccc(-c3cncnc3)cc2)c1 (stereo not given),.,-10,95,.,-3,.,.,-1,10,.
CC1CCCCN1S(=O)(=O)c1ccc(NC(=O)c2ccco2)cc1 (stereo not given),11,-2,104,-2,-3,0.0,-2,-20,-3,1
CCc1nc(SCC(=O)NNC(=O)C2CCCCC2)c2ccccc2n1,-2,2,95,1,-1,-0.5,1,-10,-6,5
CCCN(CCC)C(=O)c1ccc2c(c1)N(Cc1ccccc1)C(=O)CS2=O (stereo not given),6,-2,102,5,4,-2.1,-3,-7,-2,8
CC(=O)c1cc(-c2ccccc2)n(CC(=O)Nc2cc(C)cc(C)c2)c1C,4,0,103,-3,1,2.1,-11,22,2,-1
CCOC(=O)c1c(N)sc2c1CCSC2,3,-9,106,10,-5,2.1,0,-2,-5,-4
O=C(c1ccc(Cl)cc1)N1CCN(c2ccc([N+](=O)[O-])c(NCc3cccnc3)c2)CC1,-4,-2,94,2,-8,-2.8,-1,-3,6,-1
CC(NC(=O)OC(C)(C)C)C(=O)Oc1ccc2ccc(=O)oc2c1 (stereo not given),0,7,94,3,1,-0.3,0,-33,-1,-3
O=S1(=O)CC/C(=N/Nc2ccccn2)c2cc(F)ccc21,-1,-1,103,-8,-3,-0.6,2,-26,4,-1
O=C(NCc1ccccc1)N1CCN(c2ccc(Cl)c(Cl)c2)CC1,2,-7,98,-30,18*,22*,0,11,3,6
CCCCN1C(=N)N([C@@H](C)CN2CCC[C@H]2CN2C(N)=NC[C@H]2C(C)C)C[C@H]1[C@H](C)CC,12,-4,101,0,-1,-1.6,0,-8,1,-18
CC(=O)C1=C(C)NC(SCC(=O)Nc2nc3ccccc3s2)=C(C#N)C1c1ccc(Cl)cc1 (stereo not given),2,12,106,-6,-4,-1.2,-3,-29,-6,-11
COc1ccc(-c2nnc3n2CCCCC3)cc1OC,7,5,87,2,-4,-0.1,3,-9,1,-18
S=C(NCCSCc1ccc(Cl)cc1Cl)Nc1ccccc1,-10,-11,90,-33,-6,0.7,-1,14,-8,3
CCOC(=O)c1nnn(-c2nonc2N)c1CNc1ccc(C)c(Br)c1,6,10,96,13,8,3.9,-3,5,-6,2
N#Cc1c(NC(=O)c2cnccn2)sc2c1CCCC2,13,-6,97,5,-4,-2.0,18,-61,-2,2
CC1CC2(CCCC2)N(C(=O)c2ccccc2)Cc2ccccc21 (stereo not given),2,-1,98,-4,-3,0.9,-4,-2,-6,3
CC(=O)Nc1cc(-c2ccc(Cl)cc2)[nH]n1,1,6,98,-2,-3,-2.7,1,-42,-2,-8
O=C(NN1C(=O)C2C(C1=O)C1C=CC2C12CC2)c1ccncc1 (stereo not given),11,7,98,-1,6,-1.2,0,3,2,1
CC(C)=CC(=O)Nc1ccc(OCc2ccccc2)cc1,14,-4,103,-6,-6,-1.3,-2,-43,-4,9
O=C(Nc1cccc(S(=O)(=O)N2CCOCC2)c1)C(c1ccccc1)N1CCCCC1 (stereo not given),7,0,98,-6,-2,-1.8,-1,15,-1,-3
Cc1nn(C)cc1S(=O)(=O)N1CCN(Cc2ccc(F)cc2Cl)CC1,22,-13,101,-7,-1,-1.7,0,-26,-5,4
COc1ccc(NC(=O)CSc2nnnn2C)c([N+](=O)[O-])c1,17,-3,102,15,1,-1.9,2,5,7,-5
Cc1ccc(-n2c(N)c(S(=O)(=O)c3ccccc3)c3nc4ccccc4nc32)cc1,12,8,100,1,-4,-1.3,-5,6,-7,-13
COc1ccccc1-c1nnc(-c2ccc(F)cc2)o1,1,-16,94,-3,-3,-1.9,-6,-32,8,.
N=c1c(S(=O)(=O)c2ccccc2)cc2c(=O)n3ccccc3nc2n1C1CCCC1,-7,-12,94,-4,-7,0.7,-1,-21,11,-10
COc1ccc(NC(=O)C(=O)NCCCO)cc1Cl,-4,-2,105,-2,-1,-1.0,1,-4,3,3
O=C1C2=C(NC(=S)NC2c2ccc(Cl)cc2)NC(c2ccc(Cl)cc2)N1c1ccc(Cl)cc1 (stereo not given),9,-4,96,-34,11,19*,0,20,10,-7
Cc1cccc(NC(=O)c2cccc(N3C(=O)C4CCC(C)CC4C3=O)c2)c1C (stereo not given),0,10,98,3,6,-0.1,.,19,0,-5
COc1ccccc1N(C)S(=O)(=O)c1ccc(C(=O)OCC(=O)N(C(C)C)C(C)C)cc1,-4,-9,76,-3,1,-0.8,2,6,2,1
O=C(OCCOCCN=C1NS(=O)(=O)c2ccccc21)c1ccc(F)cc1,1,-10,100,1,-7,-0.2,-1,5,2,-6
COc1cc(C(=O)NCC(=O)NCC2COc3ccccc3O2)cc(OC)c1OC (stereo not given),1,-1,96,3,4,-2.6,0,-41,-2,-3
COc1cc(NC(=O)CN2CCN(C(=O)c3ccco3)CC2)c(C)cc1[N+](=O)[O-],5,-7,95,1,2,-1.7,1,-11,6,-3
Cc1ccc(NC(=O)CSc2nnc(-c3ccccc3Br)o2)cc1C,1,2,97,4,-2,-0.3,0,-11,-10,6
COCCNC(=S)N/N=C(\C)c1ccc(OC(F)F)cc1,27,-6,100,-4,1,2.0,3,-1,3,-1
CCOC(=O)c1ccc(NC(=O)c2ccc[n+]([O-])c2)cc1,7,-4,92,4,-4,0.9,2,-2,-2,-6
COC(=O)C1CCN(C(=O)Cc2c(OC)ccc3cc(Br)ccc23)CC1,25,-1,94,-2,-4,1.1,-1,-18,4,-11
COc1ncnc(NS(=O)(=O)c2ccc(N)cc2)c1OC,13,-8,99,-6,-2,0.2,3,-4,-5,-7
COc1ccc(CCNC(=O)c2ccc3c(c2)SC2=NS(=O)(=O)CCN23)cc1,1,-4,94,7,0,-1.4,-1,1,-2,-4
COc1ccc(NC(=O)C2CCN(C(=O)Cc3ccccc3)CC2)cc1OC,0,1,101,-2,7,0.3,2,23,5,1
Cc1ccc(-c2csc(/C(C#N)=C(\O)CN3CCN(C(=O)c4ccco4)CC3)n2)cc1,-3,2,101,-3,14,-1.4,3,-23,4,-7
O=C(c1ccccc1)N1CCN(C(=S)NCc2ccc3c(c2)OCO3)CC1,10,-6,97,0,-4,-2.9,0,-26,-3,-3
Cc1ccc(CNC(=O)C2CCC(=O)N(Cc3ccc(Cl)cc3)C2)cc1F (stereo not given),9,-8,109,-5,5,-2.2,-2,-13,3,-4
Cc1ccc(NC(=O)Nc2ccccc2F)cc1S(=O)(=O)N1CCOCC1,7,-11,100,-3,-6,-1.3,-2,17,-6,-2
